All columns: NCI-60 one-dose screen, growth in % after 48 h at 10 µM unless noted; 100 = growth as untreated, 0 = no growth, -100 = all killed.
786-0 – 786-0 renal cancer cells. 81,000 compounds, 5.1% hits
SK-OV-3 – SK-OV-3 ovarian cancer cells. 80,000 compounds, 3.2% hits
TK-10 – TK-10 renal cancer cells; 81,000 compounds, 3.9% hits; AID 1794769
RXF 393 – RXF 393 renal cancer cells. 77,000 compounds, 6.9% hits. AID 1794773
IGROV1 – IGROV1 ovarian cancer. 79,000 compounds, 4.7% hits
SN12C – SN12C renal cancer cells | AID 1794767 | 81,000 compounds, 3.8% hits
ACHN – ACHN renal cancer. 81,000 compounds, 4.9% hits. AID 1794771
UO-31 – UO-31 renal cancer; 81,000 compounds, 5.2% hits
* marks the source's active call; other numbers are inactive results; . = not tested or not shown; & = joins results of further samples; [ ] = remark or other dose. Rule for the calls: active = growth percent below 10; inactive = the rest.

Each structure is followed by: 786-0	SK-OV-3	TK-10	RXF 393	IGROV1	SN12C	ACHN	UO-31
> C/C(=N/NC(N)=S)c1sc(Nc2ccc(C)cc2)nc1C
→ 111	107	119	119	114	100	110	99
> CSCC(C)C(N)C(=O)O (centres undefined)
→ 103	103	101	.	103	97	101	95
> CCOC(=O)c1c(C)nn(CC(O)c2ccccc2)c1NC(=O)Nc1ccccc1F (centres undefined)
→ 91	101	105	100	100	83	98	80
> COc1cc(NC(N)=NCC(C)(C)COc2ccc(C(F)(F)F)cc2)cnc1C#N
→ 61	66	62	41	44	67	63	30
> Cc1c2ccccc2nc(CSc2ccccc2)[n+]1[O-]
→ 101	99	137	102	92	97	100	89
> COc1cc(/C=N/NC(=S)NNC(=S)NCc2ccco2)cc(OC)c1OC
→ 102	106	101	102	98	91	98	74
> Cc1cc(C)c(CC(C)C)c(C)c1
→ .	109	101	116	133	99	104	.
> O=CCc1ccccc1
→ 98&97	116&102	101	113	105&114	105&101	105&106	89&97
> CC12OC(CC(O)C1O)n1c3ccccc3c3c4c(c5c6ccccc6n2c5c31)C(=O)N(CCN1CCCC1)C4=O (centres undefined)
→ 14	10	21	21	14	15	-38*	20
> CC1CCCC(=O)O1 (centres undefined)
→ 93&93	110&98	108&103	112&101	100&96	111	100&99	77&93
> Cc1cccc(Nc2nc(-c3c(C)nc4ncccn34)cs2)c1
→ 63	93	54	77	72	73	51	30
> N#Cc1cnn2c(-c3ccc(Cl)cc3)nc(NCc3ccccc3)nc12
→ 77	75	65	71	74	85	83	56
> CSc1nc(N)c(C(=O)N(c2ccccc2)c2ccccc2)s1
→ 92	111	96	89	84	98	91	80
> Cc1cc(=O)n2nnc3cc(C#N)ccc3n12
→ 112	.	101	124	.	106	102	105
> [O-]/[N+](=C\c1ccccc1)c1ccccc1
→ 103	96	128	113	101	103	105	83
> CCc1ccc([C@@H]2CN(C)[C@]3(C(=O)NC4C=CC=C[C@H]43)[C@@]23NC(=S)N(c2ccc(F)c(Cl)c2)C3=O)cc1 (some centres undefined)
→ 93	88	107	100	94	99	.	65
> COc1ccc(-c2cc(NC(=O)Nc3nccs3)no2)cc1
→ 99	106	113	100	104	99	96	92
> O=C(Cn1c(-c2ccccc2)nc2ccccc21)N=Nc1c(O)[nH]c2ccccc12
→ 90	94	89	63	88	87	83	57
> CCN(CC)C(=O)c1ccncc1
→ 106	94	104	94	110	100	107	91
> COc1ccc(NC(=O)c2sc3nc(C)c(C(C)O)cc3c2N)cc1 (centres undefined)
→ 88	108	65	101	100	100	105	91
> COc1c(/C=C/C(=O)N2CCCC2)cc2c(c1OC)OCO2
→ 98	109	91	87	94	96	99	95
> COCc1ccc2ccccc2n1
→ 105	107	113	90	89	97	85	75
> c1ccc(Nc2nc(-c3ccccn3)cs2)nc1
→ -2.4*	29	37	-19*	9.4*	13	1.7*	0.4*
> O=[N+]([O-])c1ccccc1CN1CCCCC1
→ 111	127	121	104	114	105	113	89
> CCN1CCN(CC(=O)NC23CC4CC(CC(C4)C2)C3)C(=O)c2ccccc2C1=O
→ 102	113	96	101	103	102	105	95
> Cc1[nH]c(C(=O)NCc2cccc(Cl)c2)c2c1C(=O)CCCC2
→ 98	101	99	100	103	95	104	86
> Cc1ccc(C(=O)O)cc1[N+](=O)[O-]
→ 104	100	107	117	103	99	102	96
> C[C@@H]1CC[C@]23COC(=O)[C@@]1(CCc1ccoc1)[C@H]2CC[C@@H]1O[C@@]13C
→ 107	.	100	103	107	97	102	90
> CN(C)c1ccc2oc(=O)c3ccccc3c2c1
→ 80	101	107	106	95	89	103	81
> Cc1ccc(C)n1-c1ccsc1C(=O)NNC(=O)C(Cl)(Cl)Cl
→ 97	107	127	98	114	104	104	.
> CC(CC(=O)c1ccccc1)=NCCCN=C(C)CC(=O)c1ccccc1
→ 115	103	124	101	110	97	99	73
> C#CCn1cccc1/C=C1\SC(=S)NC1=S
→ 94	87	113	70	94	96	94	66
> N#Cc1ccc(-c2ccc3c(c2)NC(=O)/C3=C\c2ccc[nH]2)cc1
→ 105	63	54	67	66	96	101	72
> COc1cc(C2=N/C(=C\c3cc4ccccc4nc3Oc3ccccc3)C(=O)N2C(=N)N)cc(OC)c1OC
→ 29	44	81	42	82	43	62	55
> CCC/C=C(\C)C(C)(C#N)C(=O)OCC (centres undefined)
→ 110	111	108	105	107	.	106	100
> O=C(O)c1ccc(-n2cc(CNc3ccc(Cl)c(Cl)c3)c(-c3ccc(F)cc3)n2)cc1
→ 106	105	116	115	93	90	80	82
> CC1(C)CC(=O)c2cc(O)ccc2O1
→ 100	102	93	102	104	103	107	92
> COc1cccc(-c2nc3sccn3c2-c2ccnc(NCCNC(=O)c3cc(C(F)(F)F)cc(C(F)(F)F)c3)n2)c1
→ 76	97	.	51	81	91	88	61
> CC(=O)OCCCC(CCCOC(C)=O)OC(C)=O
→ 95	106	100	111	94	103	101	82
> S=c1[nH]nc(-c2cc3ccc2CCc2ccc(cc2)CC3)n1C1CC1
→ .	113	143	105	101	95	102	89
> CCC(C)n1cnc2c(Nc3ccccn3)nc(Cl)nc21 (centres undefined)
→ 98	108	99	104	105	96	105	87
> CC(C(N)=O)C(=O)c1ccccc1 (centres undefined)
→ 102	102	106	112	112	96	97	89
> COc1ccc(C(=O)c2ccc3[nH]c(=O)nc(N)c3c2)cc1
→ 107	125	134	107	131	112	101	103
> Cc1ccc2cc(-c3nc4ccccc4o3)c(Cl)nc2c1Cl
→ 118	103	115	110	96	99	93	69
> COc1ccc2c(c1)CC/C(=C\c1ccncc1)C2=O
→ 89	98	82	111	88	.	85	76
> NS(=O)(=O)Oc1ccc(NC(=O)NC23CC4CC(CC(C4)C2)C3)cc1
→ 100	.	98	103	105	97	98	82
> Cc1cc(=O)n(Nc2ccccc2)c(O)c1C#N
→ 101	100	104	124	101	99	104	62
> Cc1ccc(S(=O)(=O)NNC(=O)/C(=C\c2ccc(Cl)cc2)c2nc3ccccc3s2)cc1
→ 100	105	132	101	91	92	98	75
> CCC1=C[C@@H]2CN(C1)Cc1c([nH]c3ccccc13)[C@@](C(=O)OC)(c1cc3c(cc1OC)N(C)[C@H]1[C@@](O)(C(=O)OC)[C@H](OC(C)=O)[C@]4(CC)[C@@H]5C[C@@H]5CN5CC[C@]31[C@@H]54)C2
→ 11	-24*	24	30	1.7*	19	20	3.1*
> CCOC(=O)c1cnc2c(-c3ccc(Br)cc3)cnn2c1
→ 94	104	103	116	103	99	100	79
> COC(=O)c1sc2nc(N)c(C#N)c(C(=O)c3ccccc3)c2c1N
→ 99	113	95	104	96	104	.	84
> Nc1ccc(Cc2ccc(N)c(Br)c2)cc1Br
→ 95	95&96	98&102	95&108	76&84	72&84	93&96	27
> COC(=O)c1ccc2[nH]c(O)c(C(=Nc3ccc(N(C)C(=O)CN4CCN(C)CC4)cc3)c3ccc(N)cc3)c2c1
→ 64	86	76	57	47	50	95	76
> COC(=O)C1=NN(c2ccccc2)C2C3N(c4ccccc4)N=C(C(=O)OC)N3c3c(C)cccc3N12 (centres undefined)
→ 104	92	180	102	19	102	100	71
> NS(=O)(=O)c1ccc(NC(=O)c2csc(-c3ccc([N+](=O)[O-])cc3)n2)cc1
→ 101	99	102	111	108	94	102	90
> NC(=O)c1cc(Br)cc(C2CCCCC2)c1O
→ 90	113	122	.	.	77	97	56
> O=C(O)/C(=C\c1ccccc1Cl)c1ccccc1
→ 98	108	107	104	117	94	112	110
> CCCCCCCCCCCCn1c(C)nc2ccccc21
→ 87	.	73	67	.	74	63	64
> CCOC(=O)c1c(C)c2c(n1Cc1ccc(OC)cc1)CSc1cc(S(=O)(=O)c3ccccc3)c(=O)[nH]c1-2
→ 88[100 µM]	87[100 µM]	85[100 µM]	90[100 µM]	93[100 µM]	79[100 µM]	80[100 µM]	51[100 µM]
> CCCCn1cnc2c(=S)nc(N)[nH]c21
→ 106	102	103	110	108	107	100	105

2 of the compounds above, field by field:
CC(CC(=O)c1ccccc1)=NCCCN=C(C)CC(=O)c1ccccc1
  786-0: 115
  SK-OV-3: 103
  TK-10: 124
  RXF 393: 101
  IGROV1: 110
  SN12C: 97
  ACHN: 99
  UO-31: 73
COC(=O)c1sc2nc(N)c(C#N)c(C(=O)c3ccccc3)c2c1N
  786-0: 99
  SK-OV-3: 113
  TK-10: 95
  RXF 393: 104
  IGROV1: 96
  SN12C: 104
  ACHN: .
  UO-31: 84

The list goes on:
Each structure is followed by: 786-0	SK-OV-3	TK-10	RXF 393	IGROV1	SN12C	ACHN	UO-31
> CCCC[N+](C)(N)CCCC
→ 97	102	109	115	119	104	100	92
> NS(=O)(=O)c1ccc(NC(=O)Nc2nccs2)cc1
→ 103	124	100	101	102	102	105	92
> Cc1ccc2[nH]c(C)c(CC(=O)O)c2c1
→ 102	77	98	110	104	103	106	87
> COc1cccc(CNCc2cccc(OC)c2O)c1O
→ 102	95	95	96	110	96	107	77
> Cc1nc(NC(=S)Nc2ccc(F)cc2)sc1C(=O)NNC(=S)Nc1ccc(F)cc1
→ 19	94	43	94	52	72	65	39
> COc1ccc(C(C)n2cc(-c3ccccc3)nn2)cc1OC1CCCCC1 (centres undefined)
→ 92	89	99	105	89	91	67	72
> CCN(CC)CC(O)COc1c(Br)c(Br)c(Br)c2c1OC(C)(C)C2 (centres undefined)
→ 51	98	58	99	607	79	98	91
> COc1cc(/C=C/C(=O)c2cc(OC)c(OC)c(OC)c2)ccc1OCc1ccc(F)cc1
→ 63	45	159	78	41	68	65	45
> O=C1Nc2ccccc2SC1c1ccccc1 (centres undefined)
→ 90	102	133	.	87	107	97	67
> Cn1c(=O)c2[nH]c(COc3ccccc3[N+](=O)[O-])nc2n(C)c1=O
→ 109	109	108	105	109	109	105	73
> Cc1ccc(CNCC(=O)O)cc1
→ 103	115	94	108	112	107	101	91
> c1ccc(CCOC(c2ccccc2)(c2ccccc2)c2ccccc2)cc1
→ 97	105	100	108	97	96	82	93
> COc1ccc(-c2nc(-c3ccccc3)c(-c3ccccc3)n2C2CC2)cc1OC1CCCC1
→ 58	72	66	46	45	53	46	40
> CCOC(=O)C1=C(CSC(=S)N2CCCCC2)N(C)C(=O)NC1c1ccccc1 (centres undefined)
→ 91	91	99	90	92	90	86	72
> N#Cc1c(-c2ccc(F)cc2)nc(N=Nc2c(O)[nH]c3ccc(Br)cc23)nc1N1CCOCC1
→ 86	85	106	86	75	70	78	93
> O=C(O)CC1(C(=O)O)CCCC1
→ 99	106	102	130	127	100	102	85
> CC1C(c2ccccc2)OCCN1C(N)=S (centres undefined)
→ 100	93	96	.	101	111	106	88
> O=C1CCC2(C3CC3)N1CCc1cncn12 (centres undefined)
→ 112	102	95	97	97	101	109	102
> CC(C)Sc1nc(Cl)c(C#N)c(-c2ccc(F)cc2)n1
→ 96	110	.	116	103	97	101	86

One compound at a time, as listed above.
Listed for O=C(O)/C(=C\c1ccccc1Cl)c1ccccc1 → 786-0 = 98; SK-OV-3 = 108; TK-10 = 107; RXF 393 = 104; IGROV1 = 117; SN12C = 94; ACHN = 112; UO-31 = 110
Listed for c1ccc(CCOC(c2ccccc2)(c2ccccc2)c2ccccc2)cc1 → 786-0 = 97; SK-OV-3 = 105; TK-10 = 100; RXF 393 = 108; IGROV1 = 97; SN12C = 96; ACHN = 82; UO-31 = 93

Exported field by field: 4 of the compounds above
O=C1Nc2ccccc2SC1c1ccccc1 (centres undefined)
  786-0: 90
  SK-OV-3: 102
  TK-10: 133
  RXF 393: .
  IGROV1: 87
  SN12C: 107
  ACHN: 97
  UO-31: 67

c1ccc(CCOC(c2ccccc2)(c2ccccc2)c2ccccc2)cc1
  786-0: 97
  SK-OV-3: 105
  TK-10: 100
  RXF 393: 108
  IGROV1: 97
  SN12C: 96
  ACHN: 82
  UO-31: 93

O=C(O)CC1(C(=O)O)CCCC1
  786-0: 99
  SK-OV-3: 106
  TK-10: 102
  RXF 393: 130
  IGROV1: 127
  SN12C: 100
  ACHN: 102
  UO-31: 85

CC(C)Sc1nc(Cl)c(C#N)c(-c2ccc(F)cc2)n1
  786-0: 96
  SK-OV-3: 110
  TK-10: .
  RXF 393: 116
  IGROV1: 103
  SN12C: 97
  ACHN: 101
  UO-31: 86

From PubChem
